Screening results (PubChem BioAssay)
ssDAF-12 act = activators of S. stercoralis DAF-12 nuclear receptor; HEK293 ssDAF-12/GRIP1 lit1-tk-luc reporter, luminescence; % of 3 µM dafachronic acid response; activation, % at 6.8 µM; hit rate 1% among 370,000; AID 652126;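 active = activation above the mean over all tested compounds plus 3 SD, cut at about 0.9% in these data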;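 also: 0% = DMSO-only wells and 100% = 3 µM delta7-dafachronic acid wells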
DAX1 inh-1 = DAX1 (NR0B1) inhibition, primary screen. HEK293T StAR-luciferase reporter, SF-1/DAX-1 repression relief. inhibition, % at 6.8 µM. hit rate 1.1% among 370,000. AID 652010;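 active = inhibition above the mean over all tested compounds plus 3 SD, cut at about 3.6% in these data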;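 also: 0% = DAX-1 cells with DMSO and 100% = cells lacking DAX-1 with DMSO; higher inhibition means more luminescence from relief of DAX-1 repression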
ADAM17 inh = ADAM17 inhibition, QFRET primary screen | hit rate 0.83% among 370,000 | inhibition, % at 6.95 µM | P78536 | recombinant ADAM17, EDANS/DABCYL FRET peptide cleavage;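 active = inhibition above the mean of compounds lying between control limits plus 3 SD, set per campaign, cut at about 8.5% in these data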;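 also: 0% = DMSO-only wells as the low control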
hcDAF12 agonist = activators of H. contortus DAF-12 nuclear receptor. AID 652067. HEK293 hcDAF-12 lit1-tk-luc reporter, luminescence; 0% DMSO, 100% Δ7-dafachronic acid. activation, % at 6.8 µM. hit rate 1.4% among 370,000;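 active = activation above the mean of all tested compounds plus 3 SD, cut at about 5.5% in these data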;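 also: 100% = response to 3 µM Δ7-dafachronic acid high control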
DAX1 inh-2 = inhibits human nuclear receptor DAX1; AID 504766; HEK293 Gal4-DAX1 luciferase reporter, luminescence; inhibition, % at 6.75 µM; P51843; hit rate 0.99% among 340,000;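 active = inhibition above the mean over all tested compounds plus 3 SD, cut at about 4.2% in these data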;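 also: 0% = DAX1-transfected cells with DMSO and 100% = empty-vector control cells with DMSO; inhibition shows as a rise in luminescence from relieved DAX1 repression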
SMARCA2 activ = activators of SMARCA2 function; activation, % at 9.1 µM; MG213 cells, MMTV-luciferase reporter, dexamethasone, overnight; hit rate 1% among 370,000; AID 652017; in the data active = activation above about 7.8%;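 also: 0% = vehicle wells and 100% = reference activator wells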
PLC-beta3 inh = inhibitors of human phospholipase C beta3. Purified PLC-beta3, fluorogenic substrate, fluorescence. hit rate 0.18% among 370,000. Q01970. AID 720704. inhibition, % at 12.2 µM; in the data active = inhibition above about 11%;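 also: 0% = median of compound wells on plate and 100% = full blocker control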
Target sequence (Q01970 whole entry, looked up): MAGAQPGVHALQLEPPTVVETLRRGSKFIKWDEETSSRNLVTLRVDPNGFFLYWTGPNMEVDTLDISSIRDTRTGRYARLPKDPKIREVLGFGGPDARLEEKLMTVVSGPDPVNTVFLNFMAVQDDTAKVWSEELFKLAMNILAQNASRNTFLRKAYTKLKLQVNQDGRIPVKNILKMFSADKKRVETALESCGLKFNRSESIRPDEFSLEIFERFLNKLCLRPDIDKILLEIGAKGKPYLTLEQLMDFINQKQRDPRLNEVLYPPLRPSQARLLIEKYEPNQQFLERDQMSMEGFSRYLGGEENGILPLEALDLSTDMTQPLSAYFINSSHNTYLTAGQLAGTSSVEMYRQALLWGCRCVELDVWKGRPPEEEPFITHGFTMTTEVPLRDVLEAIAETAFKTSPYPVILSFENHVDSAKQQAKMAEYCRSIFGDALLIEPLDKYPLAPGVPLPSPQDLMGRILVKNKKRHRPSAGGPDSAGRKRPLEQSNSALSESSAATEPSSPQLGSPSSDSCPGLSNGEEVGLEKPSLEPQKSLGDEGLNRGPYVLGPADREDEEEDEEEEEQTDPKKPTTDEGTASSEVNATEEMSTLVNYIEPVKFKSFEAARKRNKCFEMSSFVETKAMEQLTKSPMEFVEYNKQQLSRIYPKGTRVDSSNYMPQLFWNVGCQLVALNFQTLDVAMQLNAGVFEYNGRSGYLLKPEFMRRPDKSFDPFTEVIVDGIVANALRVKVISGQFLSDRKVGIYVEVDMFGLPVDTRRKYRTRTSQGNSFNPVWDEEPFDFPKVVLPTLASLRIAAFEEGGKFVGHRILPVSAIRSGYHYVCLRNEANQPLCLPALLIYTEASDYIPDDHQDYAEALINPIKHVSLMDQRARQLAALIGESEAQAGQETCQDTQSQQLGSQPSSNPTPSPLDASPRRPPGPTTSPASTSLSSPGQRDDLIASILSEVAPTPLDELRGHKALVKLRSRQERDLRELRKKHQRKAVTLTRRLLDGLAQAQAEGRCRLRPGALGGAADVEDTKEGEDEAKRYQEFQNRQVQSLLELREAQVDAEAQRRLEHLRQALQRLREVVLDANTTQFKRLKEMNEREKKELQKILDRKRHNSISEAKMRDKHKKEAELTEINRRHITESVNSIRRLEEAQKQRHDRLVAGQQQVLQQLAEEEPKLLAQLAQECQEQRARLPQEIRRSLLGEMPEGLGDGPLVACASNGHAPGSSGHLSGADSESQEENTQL
MBD2 inh = inhibitors of human MBD2 binding to methylated oligonucleotide. hit rate 0.31% among 370,000. inhibition, % at 4.4 µM. TR-FRET; in the data active = inhibition above about 13%
PLCg1 inh = inhibitors of human phospholipase C gamma1. purified PLC-gamma1, fluorogenic substrate, fluorescence. inhibition, % at 12.2 µM. hit rate 0.84% among 370,000; in the data active = inhibition above about 9.5%
NR1D1 modulator = Rev-erb alpha (human) modulation; P20393; Rev-erbα–FITC-DNA binding, fluorescence polarization, 90 min; AID 1259318; activity, % at 10 µM; hit rate 0.79% among 370,000;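 active = activity above about 14%, limit read from the data; passing the limit was not always enough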;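 also: 0% = DMSO wells with 35 nM protein and 100% = DMSO wells with 750 nM protein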
hgDAF-12 ag = agonists of H. glycines DAF-12 nuclear receptor; HEK293 GAL4-hgDAF12 UAS-luciferase reporter, agonist luminescence; normalized to butyrate control; activation, % at 6.8 µM; hit rate 1.8% among 370,000;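 active = activation above a cutoff set at the mean of all screened compounds plus 3 SD, cut at about 10% in these data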;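 also: 0% = DMSO wells and 100% = sodium butyrate wells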
* marks the source's active call; other numbers are inactive results; · = no result given.

SMILES	ssDAF-12 act	DAX1 inh-1	ADAM17 inh	hcDAF12 agonist	DAX1 inh-2	SMARCA2 activ	PLC-beta3 inh	MBD2 inh	PLCg1 inh	NR1D1 modulator	hgDAF-12 ag
Cc1ccc(C)c(S(=O)(=O)n2cnc3ccccc32)c1	-1.8	0.1	-8	-1.1	1.1	-1	2	1	0	2	-0.6
CCOC(=O)c1cnc(-c2ccccc2)nc1Oc1ccc(Cl)cc1	-0.8	0.3	0	-2.2	-1.3	4	4	1	2	2	0.8
CC(C)C(=O)NCC(c1ccc2c(c1)OCO2)N1CCOCC1 (stereo not given)	-1.5	-0.2	0	-0.2	0.7	6	1	-1	5	4	-0.9
CC1(C)CC(=O)C(C=NCCN2CCN(C(=S)NC3CCCCC3)CC2)=C(O)C1	-1.0	0.3	-2	-0.4	-1.4	1	-1	4	-2	-4	-2.4
Cc1ccc(NC2=NC(C(=O)Nc3ccc(C)c(C)c3)CC(=O)N2)cc1 (stereo not given)	-0.6	-0.6	-1	0.5	-0.1	2	1	-5	0	1	0.6
O=C(Cn1cnc2cc([N+](=O)[O-])ccc2c1=O)Nc1cccc2ccccc12	-1.3	0.6	-5	-1.4	1.6	0	-16	4	-3	-2	-2.5
Nc1nc(N2CCN(C/C=C/c3ccccc3)CC2)nc2ccccc12	-1.0	-0.7	-16	-1.2	0.9	2	-7	2	-6	-3	-1.2
CCc1ccc(C2CC(c3ccc(F)cc3)Nc3nc(N)nn32)cc1 (stereo not given)	-1.1	-0.9	-7	-1.0	1.3	-2	-7	-3	-6	-3	-1.5
O=C(NCCF)C1Nc2ccc(OC(F)(F)F)cc2C2C=CCC12 (stereo not given)	-1.3	-0.3	-5	1.8	-0.8	0	-46	2	-22	6	2.1
CCCC(=O)N1CCCC(c2cc(C(=O)NCc3cccnc3)no2)C1 (stereo not given)	-0.8	0.2	0	0.0	·	0	-1	-7	-2	7	-0.6
CC(C)(C)OC(=O)N1CCC(c2cc(=O)n3[nH]cc(C(=O)NC4CCCC4)c3n2)CC1	-1.5	0.3	-9	-0.9	0.8	1	-6	-1	-1	-3	-1.1
Cn1c(CC(=O)Nc2ccccc2Cl)nnc1SCC(=O)NC1=NCCS1	-0.2	0.2	-1	-1.2	0.3	1	-2	-3	2	-6	-3.4
COc1cc(OC)cc(-c2nc3ccccc3s2)c1	0.7	0.8	-6	8.6*	1.8	8.2*	-9	-4	-6	-5	17*
CSc1nc(N)nc2c1ncn2CC(=O)N1CCN(c2ccccn2)CC1	-0.9	-1.1	-10	-2.1	-0.2	-3	-6	0	-4	-3	-3.4
O=C(NCc1ccc(F)cc1)C1CCN(c2cnccn2)CC1	-0.9	-0.4	-9	-0.8	-0.1	5	-25	3	-18	-3	-1.3
COC(=O)c1ccc2nc(-c3ccc(C#N)cc3)c(Cc3cccc(F)c3)n2c1	0.4	-0.2	-10	2.6	·	1	-32	12	-26	-4	4.1
CCOC(=O)C1CCN(S(=O)(=O)c2cc(Br)cc3c2N(C(=O)C2CC2)CC3)CC1	-1.4	-0.3	-1	-1.3	0.4	-3	2	0	4	-4	2.3
O=C(CCCc1ccccc1)NCc1cn2ccsc2n1	-0.7	-1.1	-3	0.8	-0.1	1	-5	-1	-2	3	3.0
COc1cc(/C=N/NC(=O)c2ccc([N+](=O)[O-])cc2Cl)cc(Br)c1O	-2.2	0.5	8	-2.6	0.9	-2	1	2	3	-4	-0.1
CCCCCCN1C[C@H](O)[C@@H](n2cc(C3CC3)nn2)C[C@@H]1c1ccc(OC)cc1	-0.9	-0.4	0	-0.8	1.1	0	-2	1	-2	-6	-2.8
O=C(CSc1nc(-c2ccco2)cc(C(F)(F)F)n1)N1CCN(Cc2ccccc2)CC1	-1.3	-1.0	-2	-3.3	0.1	-3	-3	0	-6	-6	-3.9
COC(=O)[C@]12C[C@H](CC(=O)NCc3ccc(OC)c(OC)c3)C(=O)N(Cc3ccc(Cl)cc3Cl)C1=C[C@H](C1CCCC1)O[C@@H]2C	-1.4	-2.0	0	-1.3	·	-2	-2	3	-2	-2	1.5
Cc1ccc(-c2cc(C(=O)N3CCN(c4ccccc4O)CC3)c3ccccc3n2)cc1	-0.8	-2.2	-2	-0.9	-1.1	1	-1	-2	-1	7	-2.0
COc1cc(/C=C(/C#N)C(=O)Nc2cc(C(F)(F)F)ccc2Cl)ccc1OCC(=O)Nc1cccc(C(F)(F)F)c1	-1.1	-0.3	-6	-0.3	0.2	-4	-2	5	-4	14	0.3
COCCNC(=O)CN(C(=O)CCC(=O)Nc1ccccn1)c1ccc(OC)cc1	-0.8	0.2	3	-2.3	5.0*	-2	-3	4	-1	-5	3.2
COC(=O)C1=C(C)n2nnnc2NC1c1ccc(Cl)cc1 (stereo not given)	-1.1	0.0	0	-1.9	0.9	-2	2	5	-1	3	-3.7
Cc1ccccc1N(C=O)c1ccccc1C	-1.2	-0.2	1	-0.3	-0.8	0	-26	0	2	-6	3.1
Cn1c(Cn2c(=O)sc3ccccc32)nnc1SCC(=O)NC1CCCC1	-0.1	0.5	1	0.9	5.2*	0	3	2	2	0	1.9
Nc1scn[n+]1Cc1cccc2cccnc12	-1.5	-0.4	0	-0.9	2.0	-1	-7	2	-2	1	-2.3
Cc1cc(C)c(NC(=S)NC(=O)c2ccc(-c3ccccc3)cc2)c(C)c1	-1.6	0.2	-1	1.2	1.3	-2	-1	4	0	1	-2.0
CCOc1cc(C(=O)N2CCN=C2SC)cc(OCC)c1OCC	-0.6	-0.6	-1	-0.3	0.6	-2	-1	-5	3	3	-0.2
Cn1cccc1-c1nc2ccccc2[nH]1	-0.6	0.9	-6	2.2	3.1	-1	-4	2	1	-4	1.4
CCn1cc(CNC(=S)Nc2cccc(Cl)c2C)cn1	-1.8	-0.1	4	-0.8	1.1	0	-4	-7	0	10	-0.4
COc1ccc(-c2c/c(=N\c3nc(-c4ccccc4)c(C)s3)c3ccccc3o2)cc1O	-1.4	-0.6	-4	0.8	-0.4	-1	-2	0	-1	6	3.8
Cn1c(=O)[nH]c(=O)c2c1[nH]c(=S)n2Cc1ccccc1	-1.4	-0.2	-2	-2.3	0.3	-1	-3	-5	2	2	2.2
O=C(CSc1nc2ccccc2nc1N1CCCCC1)Nc1ccc(F)cc1	-0.8	-0.3	-10	-1.6	-0.2	5	-13	6	-2	-2	8.9
CC[C@]1(C(=O)OC)[C@H]2C(=O)N(C)C(=O)[C@H]2[C@H]2CN=C(SCC3CC3)N21	-0.9	2.5	-2	0.3	0.7	-3	0	3	0	0	-0.2
COC(=O)c1cncc(C)c1	-1.0	0.1	-3	2.6	-0.7	0	-5	6	0	0	-0.6
COc1cc(/C=N/Nc2nc(N3CCCC3)nc(N3CCCC3)n2)ccc1OCc1ccccc1F	-0.6	0.0	-2	-0.8	·	7	-5	5	0	-2	0.6
Clc1ccc(-c2nc3ccc(Br)cn3c2Cc2ccsc2)cc1	0.6	5.2*	3	2.5	·	-1	-4	-1	-3	3	7.8

Record cards, from the list above. Values in the order: ssDAF-12 act | DAX1 inh-1 | ADAM17 inh | hcDAF12 agonist | DAX1 inh-2 | SMARCA2 activ | PLC-beta3 inh | MBD2 inh | PLCg1 inh | NR1D1 modulator | hgDAF-12 ag
CCn1cc(CNC(=S)Nc2cccc(Cl)c2C)cn1 across the screens: -1.8 | -0.1 | 4 | -0.8 | 1.1 | 0 | -4 | -7 | 0 | 10 | -0.4
COC(=O)c1cncc(C)c1 across the screens: -1.0 | 0.1 | -3 | 2.6 | -0.7 | 0 | -5 | 6 | 0 | 0 | -0.6
Cn1c(Cn2c(=O)sc3ccccc32)nnc1SCC(=O)NC1CCCC1 across the screens: -0.1 | 0.5 | 1 | 0.9 | 5.2* | 0 | 3 | 2 | 2 | 0 | 1.9

(further entries)
SMILES	ssDAF-12 act	DAX1 inh-1	ADAM17 inh	hcDAF12 agonist	DAX1 inh-2	SMARCA2 activ	PLC-beta3 inh	MBD2 inh	PLCg1 inh	NR1D1 modulator	hgDAF-12 ag
N#CCCn1cc(C(=O)Nc2ccccc2Br)c(-c2cc3ccccc3o2)n1	-1.3	-0.4	0	-3.8	-0.6	-4	-3	3	-2	-3	-2.6
O=C1CCCN1CCCNCCCn1cnc2c(OCc3ccccc3)ncnc21	-1.6	-3.6	-7	-1.3	1.0	-4	-2	3	3	-4	-9.2
COc1ccc(NC(=O)C2=NN(C3CCS(=O)(=O)C3)C(=O)CC2)cn1 (stereo not given)	-1.0	-0.3	-5	-1.2	-0.2	-3	0	1	1	0	-1.8
COc1ccc(OC)c(NC(=O)CSc2nn3c(=O)c(C)nnc3s2)c1	-0.6	-2.1	-6	0.5	0.3	-1	-3	1	-1	3	0.9
CN(C)CC#CCC(O)(c1ccccc1)c1ccccc1	-2.1	-0.2	-2	-1.1	3.5	-4	-10	-2	1	-9	-0.2
COc1ccc(C2=Nn3c(nnc3-c3cccnc3)SC2)cc1OC	-1.7	-0.4	-1	-2.5	1.1	0	2	-4	-1	2	-0.4
CC(C)CNC(=O)C1CCN(c2ccc(S(=O)(=O)N3CCOCC3)cc2Cl)CC1	-1.9	-1.5	1	-2.4	-0.5	-5	-1	1	2	-3	-0.8
CC(=O)NC(c1ccc(F)c(F)c1)c1nc(-c2cccc(C(C)C)c2)cs1 (stereo not given)	-1.1	-1.7	7	-0.6	·	-1	0	-2	1	3	-2.2
CSc1ccccc1C(=O)NCc1ccc(C)cc1	-1.9	-0.2	-2	2.1	1.1	2	-5	-3	-1	3	0.7
Cc1ccc2nc(C3CCN(S(=O)(=O)c4ccc5ccccc5c4)CC3)[nH]c2c1	-1.8	-0.3	6	-2.8	-0.3	-4	4	-1	4	0	0.2
Nc1nc(SCc2nc(-c3ccccc3)no2)[nH]c(=O)c1-c1ccccc1	-0.9	0.0	-1	-0.9	-0.9	-3	6	2	-13	0	-1.8
COc1ccccc1CN1CCCCC1C(=O)O (stereo not given)	-1.5	0.1	-2	1.5	-1.3	2	3	-3	2	-1	3.3
COc1ccccc1C(=O)NC(CCSC)C(=O)NCCCSc1ccccc1 (stereo not given)	-1.7	-1.6	4	-2.3	-0.1	1	-3	-4	2	-5	-3.4
C=CCOC(=O)C1=C(C)N=c2s/c(=C3\C(=O)N(CC(=O)O)c4ccccc43)c(=O)n2C1c1ccc(OC)cc1 (stereo not given)	-1.5	-1.5	-1	-2.8	-3.9	1	3	1	9	-6	-5.6
O=C(N1CCOCC1)N1CCc2ccccc21	0.7	0.3	-2	4.2	0.0	-4	-7	4	1	-3	1.8
COc1cc2c(cc1NC(=O)COC(=O)[C@@H](NC(=O)c1ccccc1F)C(C)C)oc1ccccc12	-1.3	0.1	1	-1.0	-0.7	1	0	-1	-1	4	1.1
CNS(=O)(=O)c1cccc(C(=O)OCC(=O)Nc2ccc(OC)cc2[N+](=O)[O-])c1	-1.8	-0.8	-3	-1.1	4.3*	-2	0	-2	-1	-5	-1.2
C=C(C)Cn1c(N(CCO)Cc2ccccc2)nc2c1c(=O)[nH]c(=O)n2C	-1.6	-0.8	-3	-1.4	1.7	-1	-1	3	1	-3	3.6
COc1ccc(C2CC2/C(C)=N/OC(=O)c2ccc(F)cc2)cc1 (stereo not given)	-1.3	0.1	0	-1.6	0.5	-2	1	3	-1	1	-0.1
CCC(C)OC(=O)c1cc(C)nc2c(Br)cc(Br)cc12 (stereo not given)	-1.4	-0.2	-1	-0.4	-0.1	-1	0	2	2	46*	-1.7
